Assay outcomes from PubChem BioAssay.
S100A4 MyoIIA – inhibitors of human S100A4 binding to myosin IIA peptide | P26447 | S100A4/TAMRA-MyoIIA peptide fluorescence polarization | inhibition, % at 10.7 µM | 360,000 tested, 0.14% active | AID 652163;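 active = mean inhibition of at least 70% across replicates, with every replicate also reaching that level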
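Test system: S100A4 monomer protein; Medium: HEPES pH 7.2 with CaCl2, KCl, NaCl, DTT, Triton; Probe or stimulus: TAMRA-labelled myosin IIA heavy-chain peptide probe, 5 nM; Doses: one dose per compound; Times: polarization read 5 min after assay mix addition, stable 5–60 min; Benchmarks: neutral control DMSO, positive control TFP.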
RAD54 inh – blocks human RAD54 Holliday junction branch migration; inhibition, % at 10.4 µM; 360,000 tested, 0.14% active; AID 602329; FAM/BHQ fluorescence; Q92698;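 active = mean normalized replicate activity at least 40 and at least half of replicates scoring 40 or more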;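 note: 0% = median of neutral control wells and 100% = median of positive control wells; inhibitors cause a drop in the FAM fluorescence signal; in these data hits start at about 50%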
esBAF inh – blocks esBAF chromatin remodeling in mouse ES cells. Bmi1-luciferase knock-in reporter, 24 h; 100% = twice the neutral-well signal. reporter increase, % at 12.5 µM. 350,000 tested, 2% active; in the data active = activation above about 40%;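 note: 0% = median of the plate's neutral control wells and 100% = double that signal; a rise in the Bmi1 reporter signal indicates esBAF inhibition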
E-selectin induc – induces E-selectin expression in human endothelial cells; P16581; HUVEC E-selectin immunofluorescence imaging; normalized: neutral wells 0, TNF-alpha wells 100; activation, % at 7.58 µM; 260,000 tested, 0.37% active;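 active = mean E-selectin-positive cell signal at least 10% of the positive control, reached in at least 60% of replicates, without over 20% cell loss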;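 note: in these data hits start at about 27%; measured in HUVEC primary endothelial cells; signal is the percent of cells scored E-selectin positive by PE staining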
Target sequence (P16581 whole entry, looked up): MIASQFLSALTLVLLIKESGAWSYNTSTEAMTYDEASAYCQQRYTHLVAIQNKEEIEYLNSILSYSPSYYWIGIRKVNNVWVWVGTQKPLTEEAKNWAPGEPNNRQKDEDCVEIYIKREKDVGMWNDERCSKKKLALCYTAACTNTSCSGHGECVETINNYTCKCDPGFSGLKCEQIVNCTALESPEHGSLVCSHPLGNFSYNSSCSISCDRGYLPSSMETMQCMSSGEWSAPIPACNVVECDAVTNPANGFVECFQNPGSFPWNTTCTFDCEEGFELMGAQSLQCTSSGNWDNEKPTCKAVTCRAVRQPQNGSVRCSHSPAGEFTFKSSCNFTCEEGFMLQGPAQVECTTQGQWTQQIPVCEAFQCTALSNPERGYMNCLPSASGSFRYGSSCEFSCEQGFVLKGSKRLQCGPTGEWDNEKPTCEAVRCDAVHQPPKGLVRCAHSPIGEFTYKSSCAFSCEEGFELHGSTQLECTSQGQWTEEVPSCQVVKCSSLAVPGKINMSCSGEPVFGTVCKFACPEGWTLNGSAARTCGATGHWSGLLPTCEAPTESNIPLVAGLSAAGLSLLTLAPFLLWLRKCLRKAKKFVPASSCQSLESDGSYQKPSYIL
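assay system = HUVEC, human umbilical vein endothelial cells | input = 3,000 HUVEC seeded per well | medium = EGM-2 growth medium on 0.1% gelatin-coated wells | dosing = one compound dose added by pin transfer | signal = immunofluorescence imaging | read-out basis = % PE-positive cells | control set = TNF-alpha, DMSO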
RAD52 inh – RAD52 (human) annealing inhibition | recombinant RAD52 DNA annealing, FRET fluorescence | inhibition, % at 18.7 µM | 360,000 tested, 0.46% active;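 active = every replicate showing at least 50% inhibition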
Target sequence (P43351 whole entry, looked up): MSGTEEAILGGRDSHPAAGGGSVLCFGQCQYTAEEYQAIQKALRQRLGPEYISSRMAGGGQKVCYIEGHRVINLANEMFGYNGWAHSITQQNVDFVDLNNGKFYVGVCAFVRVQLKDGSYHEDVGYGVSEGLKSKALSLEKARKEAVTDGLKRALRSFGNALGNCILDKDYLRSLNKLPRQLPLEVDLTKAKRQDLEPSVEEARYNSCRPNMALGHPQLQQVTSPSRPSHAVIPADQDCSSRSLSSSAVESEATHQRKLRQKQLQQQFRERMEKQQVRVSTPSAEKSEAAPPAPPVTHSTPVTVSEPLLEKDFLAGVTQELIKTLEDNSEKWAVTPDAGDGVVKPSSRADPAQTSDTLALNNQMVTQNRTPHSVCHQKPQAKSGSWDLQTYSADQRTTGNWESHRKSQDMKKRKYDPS
EWS-Fli inh – EWS/Fli transcriptional activity inhibition. A673 NR0B1-luciferase reporter, viability-normalised. inhibition, % at 12.6 µM. 350,000 tested, 0.67% active;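 active = mean inhibition of at least 50% after viability correction, with every replicate also passing that limit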;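 note: firefly luciferase signal divided by Alamar Blue viability fluorescence both relative to DMSO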
FN deposit inh – fibronectin deposition inhibition; AH1F fibroblasts, Alexa488-fibronectin deposition fluorescence, overnight; inhibition, % at 12.6 µM; 350,000 tested, 0.086% active; AID 743247;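 active = mean inhibition across replicates of 30% or more, regardless of how many single replicates reach that level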;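 note: positive control wells lacked labelled fibronectin entirely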
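Schedule: 1 h cell adhesion before compound, then overnight fibronectin incubation; test system: AH1F fibroblast monolayer depositing Alexa488-labelled fibronectin into matrix; quantity: 10000 AH1F cells per well; probe or stimulus: fluorescent fibronectin at 24 nM final; signal: fluorescence, ex 485 nm, em 525 nm; evaluation: percent inhibition as loss of matrix-bound fibronectin fluorescence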
XiGFP reactiv – reactivates the inactive X chromosome in mouse fibroblasts; XiGFP mouse fibroblasts, % GFP-positive cells imaging, 3 d; cells co-treated with 5-aza-dC sensitizer; scaled so ellipticine positive control = 100%; activation, % at 7.58 µM; 360,000 tested, 0.055% active; AID 743238;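 active = mean normalized replicate activation at least 10% and every replicate at or above 10%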;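 note: 0% = median of on-plate neutral control wells and 100% = ellipticine 6 µM median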
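Material: XiGFP fibroblasts, SV40-immortalized. Buffer or medium: DMEM plus 5-aza-dC sensitizer. Compound: single concentration per compound, delivered by pin transfer. Times: 3 days compound exposure. Controls: ellipticine 6 µM.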
An asterisk follows results filed as active; . = not tested or not shown; & = joins results of further samples.

SMILES | S100A4 MyoIIA | RAD54 inh | esBAF inh | E-selectin induc | RAD52 inh | EWS-Fli inh | FN deposit inh | XiGFP reactiv
Cc1ccc(NC(=O)c2cc(S(=O)(=O)N3CCOCC3)cn2C)cc1F | -1 | 17 | 7 | -0.1 | 5 | 10 | -2 | 0.2
O=C(Cc1ccncc1)Nc1ccc2c(c1)[C@@H]1C[C@H](CC(=O)NC3CCCCC3)O[C@H](CO)[C@@H]1O2 | 11 | 8 | -3 | 0.8 | -6 | 11 | . | 0.0
O=c1[nH]c(O)c(N=Nc2ccc(Cl)c(S(=O)(=O)Nc3ccccc3Cl)c2)c(=O)[nH]1 | -10 | -19 | -13 | 0.9 | -1 | -22 | -7 | 0.0
Cc1ccc(S(=O)(=O)N(C)C[C@@H]2OCCCC[C@H](C)Oc3ccc(NC(=O)CCC(F)(F)F)cc3C(=O)N([C@@H](C)CO)C[C@H]2C)cc1 | -6 | -2 | 0 | . | -10 | -12 | -7 | 0.0
COC(C[C@@H](O)[C@@H](C)[C@@H](O)COCc1ccccc1)OC | 1 | -21 | -3 | 0.0 | -2 | -3 | -1 | 0.1
C[C@H]1CN([C@@H](C)CO)C(=O)Cc2cc(NS(=O)(=O)c3ccc(Cl)cc3)ccc2O[C@@H]1CN(C)S(=O)(=O)c1cccs1 | 2 | -1 | 6 | -9.1 | 5 | 0 | . | 0.1
COc1cc(/C=C2/NC(=O)N(Cc3ccccc3F)C2=O)cc(OC)c1OC | -4 | . | . | 0.2 | 8 | 5 | -2 | 0.1
C=CCNC(=O)[C@@H]1[C@H]2C(=O)O[C@H](c3ccccc3)[C@H](c3ccccc3)N2[C@H](c2ccc(OCCO)cc2)[C@@]12C(=O)Nc1ccc(C#CCNC(N)=O)cc12 | 1 | -9 | . | . | 14 | -20 | . | .
C[C@@H]1CN([C@@H](C)CO)C(=O)c2cc(NC(=O)Cn3cnnn3)ccc2O[C@@H]1CN(C)C(=O)NC1CCCCC1 | -10 | -7 | -1 | . | -17 | -31 | 3 | -1.1
CCC(C(=O)OCC(=O)Nc1cccc(OC)c1)c1ccccc1 (configuration not stated) | -12 | 7 | -3 | . | -14 | 3 | -1 | 0.5
CCc1c(O)nc(SCC(=O)N2CCc3cc(OC)c(OC)cc3[C@@H]2C)[nH]c1=O | -2 | 2 | 7 | . | -8 | 0 | . | .
O=c1c2ccccc2sn1-c1ccc(Cl)cc1 | 6 | -8 | 25 | 0.0 | -18 | 5 | -6 | -0.1
Cc1nc(-c2ccc(F)cc2)c(CC(=O)Nc2ccc(C)c(S(=O)(=O)N3CCOCC3)c2)s1 | -5 | -6 | 1 | 0.1 | -40 | 12 | . | 0.6
C[C@H]1CCCCO[C@H](CN(C)CC2CCCCC2)[C@@H](C)CN([C@@H](C)CO)C(=O)c2cc(NS(=O)(=O)c3ccc(F)cc3)ccc2O1 | -10 | 19 | -4 | 0.2 | 45 | 4 | . | 0.3
O=C(O)C[C@@H]1C[C@H]2c3cc(NC(=O)Nc4ccc(F)cc4)ccc3O[C@H]2[C@@H](CO)O1 | 10 | 3 | -1 | -0.5 | -8 | 2 | 3 | 0.0
COCC#Cc1ccc([C@@H]2[C@H]3CN(C(=O)C4CCCCC4)CC(=O)N3[C@H]2CO)cc1 | 4 | . | . | 0.0 | -8 | -3 | -9 | 0.1
O=C(Cc1ccccc1F)NNC(=O)c1ccncc1 | 3 | -4 | . | 1.8 | -8 | -4 | 5 | -0.1
CCOc1cc(/C=C2/COc3ccccc3C2=O)ccc1OCC(=O)N(C)C | 8 | . | . | . | -1 | 11 | . | -0.3
COc1ccc(NC(=O)N(C)C[C@H]2OCc3cn(nn3)CCCC(=O)N([C@@H](C)CO)C[C@@H]2C)cc1 | 1&5&-2 | -7&3&11 | 1&-2&-4 | 0.0&0.1 | -9&20&-2 | -2&-3&-7 | -5&-2 | 0.1&-0.5
CCn1nc(C)c(CNC(=O)c2cc(COc3ccccc3SC)on2)c1C | -1 | 12 | 9 | . | -20 | -13 | -15 | 0.0

Profiles from above. Screens in order: S100A4 MyoIIA	RAD54 inh	esBAF inh	E-selectin induc	RAD52 inh	EWS-Fli inh	FN deposit inh	XiGFP reactiv
Entry for C[C@H]1CCCCO[C@H](CN(C)CC2CCCCC2)[C@@H](C)CN([C@@H](C)CO)C(=O)c2cc(NS(=O)(=O)c3ccc(F)cc3)ccc2O1 = -10	19	-4	0.2	45	4	.	0.3
Entry for CCc1c(O)nc(SCC(=O)N2CCc3cc(OC)c(OC)cc3[C@@H]2C)[nH]c1=O = -2	2	7	.	-8	0	.	.
Entry for O=C(Cc1ccccc1F)NNC(=O)c1ccncc1 = 3	-4	.	1.8	-8	-4	5	-0.1
Entry for O=c1c2ccccc2sn1-c1ccc(Cl)cc1 = 6	-8	25	0.0	-18	5	-6	-0.1

More records follow:
SMILES | S100A4 MyoIIA | RAD54 inh | esBAF inh | E-selectin induc | RAD52 inh | EWS-Fli inh | FN deposit inh | XiGFP reactiv
COc1ccc2c3c([nH]c2c1)[C@H](CO)N(C(=O)C1CCCCC1)CC31CCN(Cc2nccs2)CC1 | 4 | . | . | 0.4 | 12 | 13 | . | 0.2
C[C@H]1CN([C@@H](C)CO)C(=O)c2cccc(NC(=O)c3ccc(-c4nccs4)cc3)c2O[C@H]1CN(C)S(=O)(=O)c1cn(C)cn1 | 7 | -11 | -4 | 0.0 | 14 | -6 | 3 | 0.0
COc1ccc(S(=O)(=O)N(C)C[C@H]2OCCCC[C@@H](C)Oc3ccc(NC(=O)Nc4ccc5c(c4)OCO5)cc3C(=O)N([C@@H](C)CO)C[C@H]2C)cc1 | -15 | -22 | 1 | 0.0 | -16 | 5 | . | 0.1
C[C@H]1CN([C@@H](C)CO)C(=O)Cc2cc(NS(=O)(=O)c3cn(C)cn3)ccc2O[C@H]1CN(C)C | -25 | -20 | -1 | -0.3 | 0 | -12 | . | -0.5
COc1ccc(C(=O)Nc2cccc(-c3nc4ncccc4o3)c2C)cc1 | 2 | -4 | 3 | . | 3 | . | . | .
O=C(CC(NC(=O)c1ccccc1Cl)c1ccccc1)NC1=NCCS1 (configuration not stated) | -3 | . | 1 | . | -14 | 2 | 12 | 0.1
CS(=O)(=O)Nc1ccc2c(c1)[C@H]1C[C@@H](CC(=O)NC3CCCC3)O[C@H](CO)[C@H]1O2 | -56 | -2 | 2 | 0.2 | 8 | 4 | . | -0.1
Cc1cccc(NC(=O)c2ccc3c(c2)C(=O)N(c2ccccn2)C3=O)c1C | -2 | 6 | . | -4.1 | -11 | -3 | 2 | 0.3
COCCn1c(=S)[nH]c2cc(C(=O)N3CCCC(C)C3)ccc2c1=O (configuration not stated) | 5 | -9 | -3 | -0.4 | -16 | 5 | -2 | 0.0
Cc1cccc(C(=O)Nc2nnc(-c3cccnc3)o2)c1 | -4 | . | . | . | -13 | 3 | . | -0.1
Cc1ccc(-c2nc(CS(=O)CC(=O)NC3CCCCC3)c(C)o2)cc1 (configuration not stated) | -3 | -12 | -2 | . | -15 | 2 | 13 | 0.3
O=C(NCCC1=CCCCC1)c1cccc2c1C(=O)N(C1CCCCC1)C2 | 1 | . | . | . | -16 | 8 | 10 | 0.5
O=C(COc1ccc2ccc(=O)oc2c1)N1CCN(c2ccc(F)cc2)CC1 | 0 | 9 | -10 | . | -8 | 9 | 2 | 0.1
CC(=O)Nc1cc2c3c(c1)CCC(=O)N3CCC2 | -2 | . | . | -0.7 | -12 | 9 | 13 | 0.0
Cc1cc(C)nc(NC(=O)c2csnn2)c1 | 2 | . | . | . | -7 | -9 | 3 | 0.0
C[C@@H]1CN([C@@H](C)CO)C(=O)c2cc(NS(C)(=O)=O)ccc2O[C@H]1CN(C)Cc1ccc(C(F)(F)F)cc1 | -7 | 1 | -7 | 18 | 3 | 4 | . | -0.1
O=C(/C=C/c1ccc(Cl)c([N+](=O)[O-])c1)Nc1ccc(N2CCCC2)cc1 | -3 | . | . | -0.1 | -14 | 5 | 0 | 0.1
c1cncc(Nc2nc(-c3cccs3)cs2)c1 | -7 | 4 | 69* | . | -14 | -90 | . | .
Cc1cc(C)cc(C(=O)NC(CC(N)=O)c2ccc(N3CCN(c4ccccn4)CC3)c([N+](=O)[O-])c2)c1 (configuration not stated) | 11 | -27 | 13 | 0.5 | -1 | -8 | -21 | -0.1
CCCCCCCCN1C(=O)[C@H](CC(=O)N2CCOCC2)C[C@@]2(C(=O)OC)CCCCC=C12 | -1 | . | . | . | 3 | -11 | -11 | 0.3

3 compounds already listed, arranged by their value in RAD52 inh, rising:
SMILES	RAD52 inh
O=C(NCCC1=CCCCC1)c1cccc2c1C(=O)N(C1CCCCC1)C2	-16
Cc1ccc(-c2nc(CS(=O)CC(=O)NC3CCCCC3)c(C)o2)cc1 (configuration not stated)	-15
C[C@@H]1CN([C@@H](C)CO)C(=O)c2cc(NS(C)(=O)=O)ccc2O[C@H]1CN(C)Cc1ccc(C(F)(F)F)cc1	3

The results go on.
SMILES | S100A4 MyoIIA | RAD54 inh | esBAF inh | E-selectin induc | RAD52 inh | EWS-Fli inh | FN deposit inh | XiGFP reactiv
C[C@@H]1CN([C@@H](C)CO)C(=O)c2cc(NC(=O)Cc3ccccc3)ccc2O[C@@H]1CN(C)Cc1ccc(C(F)(F)F)cc1 | 3 | -3 | -4 | 19 | 1 | 0 | . | -0.1
N/C(=N\OC(=O)c1ccc(F)cc1)c1ccc(Br)cc1 | -2 | 11 | 56* | 0.0 | -7 | -62 | 2 | 0.1
COc1ccc(S(=O)(=O)N(C)C[C@@H]2Oc3ccc(NC(=O)NC4CCCCC4)cc3C(=O)N([C@H](C)CO)C[C@@H]2C)cc1 | 0 | -9 | -7 | 0.0 | -13 | 1 | 10 | 0.0
C[C@@H]1CN([C@H](C)CO)C(=O)c2cc(NC(=O)Cn3cnnn3)ccc2O[C@@H]1CN(C)S(=O)(=O)c1cccs1 | -13 | 6 | 1 | 0.0 | -4 | 23 | 1 | -1.3
CC(=O)Nc1cc(-c2cccnc2)cn2c(-c3ccc(F)cc3)cnc12 | 3 | 4 | -5 | 0.9 | 12 | -16 | -9 | 0.3
C/C=C(\C)C(=O)Nc1cccc(C2=NOC3(C2)C[C@@H](C(N)=O)N(C(=O)c2cc([N+](=O)[O-])cc([N+](=O)[O-])c2C)C3)c1 (some centres not stated) | -21 | 6 | -6 | -0.5 | -6 | 6 | -4 | 0.1
COc1cc(/C=N/NC(=S)NCCc2ccccc2)cc(OC)c1OC | -2 | -3 | -10 | . | -13 | 12 | -3 | 0.0
CCC1CCCCN1C(=O)Cn1c(=O)n(CCCC(=O)NCc2ccco2)c(=O)c2sccc21 (configuration not stated) | 3 | -12 | -7 | . | -1 | 1 | -11 | -0.1
CCC(C(=O)NCc1ccc(F)cc1)N(Cc1cccs1)C(=O)c1snc(C(N)=O)c1N (configuration not stated) | 1 | -2 | 0 | . | 2 | 1 | -2 | .
O=c1oc2ccccc2cc1N1CCOCC1 | -1 | . | . | . | -8 | -3 | . | 0.4
